Screens as filed in PubChem.
PLK1 PBD inh – PLK1 (human) polo-box domain binding inhibition. P53350. Plk1 PBD binding of FITC phosphopeptide, fluorescence polarization. Potency, µM, inactives show max response, negative = inhibition, actives largely listed as inhibitors. 360,000 compounds, 2.8% hits; also: potency is read from the fitted curve at half-maximal effect; series mostly up to about 57 µM; % is scaled to controls: 0 for no effect and ±100 for the full control effect; nearly all actives have a fitted effect of over 65% in size
IL-2 act – activates IL-2 in a cell-based reporter assay; activation, % (series mostly up to about 46 µM); 360,000 compounds, 0.065% hits; AID 652025; IL-2 activation reporter assay, cell-based qHTS; stimulated with anti-CD3/CD4/CD28 beads; in transgenic mouse T cells; in the data active = activation above about 50%; inconclusive = mostly about 30% to 49%; also: 0% is about no effect
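Using fluorescent plate cytometry, EGFP and DsRed are detected in transgenic mouse T cells stimulated 18 h at 37 degrees C with antibody-coated beads after 60 min compound pretreatment.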
PI5P4K alpha inh – inhibitors of human PI5P4K alpha; PI5P4Kalpha enzyme, ADP-Glo luminescence, 60 min; active compounds read low; max response, %; 330,000 compounds, 1.2% hits; active = max response of -50% or lower; inconclusive = between -30% and -50%; inactive = -30% or higher; also: value at the top dose of about 77 µM; % is scaled to controls: 0 for no effect and ±100 for the full control effect
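Single end-point luminescence (ADP-Glo) quantified ADP from PI5P4Kalpha turnover; ATP 5 microM final, 1 h at RT, 0.1% CHAPS and 0.28 mM EGTA in HEPES pH 7.4.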
PTHR1 agonist – activates the human parathyroid hormone receptor PTHR1 | Potency, µM (series often up to 115 µM), inactives show at the highest dose activation, most hits filed as activators | Q03431 | HEK293 GP2 PTHR1 cells, GloSensor cAMP luminescence, 1 h | 410,000 compounds, 0.075% hits; also: potency is read from the fitted curve at half-maximal effect; nearly all actives have a fitted effect of over 55% in size; some results filed as inactive show a strong effect at the top dose; inactives centre near -15; many of its hits are not listed in these tables
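HEK-293-derived GP2 cells expressing PTHR1 and a GloSensor cAMP reporter, 3,000/well, plated overnight, given luciferin plus IBMX (each 0.5 mM as added) for 1 h at 37 °C, then compound for 1 h at 37 °C. Luminescence was read after 15 min at room temperature.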
GLP1R inv ag – inverse agonists of human GLP-1 receptor | P43220 | Potency, µM (doses to about 38.3 µM), without a hit: at the top dose activity change, negative = inhibition, usual class: inhibitors | HEK293 GLP-1R CRE-luciferase, luminescence, 24 h; GLP-1R form is constitutively active | 410,000 compounds, 1.6% hits; also: potency is read from the fitted curve at half-maximal effect; % is scaled to controls: 0 for no effect and ±100 for the full control effect; nearly all actives have a fitted effect of over 55% in size
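Using stably transfected HEK293 (constitutively active GLP-1R, cAMP-luciferase reporter), compounds were incubated 24 hr and luciferase measured by luminescence.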
HEK293 tox – cytotoxicity in counter-screen for GLP-1R inverse agonists | Potency, µM (titrated, usually from 38.3 µM), inactives show top-dose activity change, negative = inhibition, most hits filed as inhibitors | HEK293 cAMP-luciferase reporter cells, luminescence, 24 h | 410,000 compounds, 0.13% hits;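 also: loss of luciferase light is scored as toxicity; potency is read from the fitted curve at half-maximal effect; % is scaled to controls: 0 for no effect and ±100 for the full control effect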
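Compound-treated cells are incubated 24 hr at 37 deg C under 5% CO2 after a 12 hour attachment period, then luciferase detection reagent is added and luminescence is measured following 12 min at room temperature; lowered signal indicates toxicity.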
GLP1R ag – GLP-1 receptor (human) agonism. HEK293 GLP-1R CRE-luciferase, luminescence, 4-6 h; cells express a hypersensitive GLP-1R form. AID 624172. Potency, µM (doses to about 45.6 µM), for the others: at the top dose activation, hits mostly activators. 380,000 compounds, 0.007% hits. P43220; also: potency is read from the fitted curve at half-maximal effect; % of control where 0% means no effect
EPAC1 ag – activates human EPAC1 exchange factor. O95398. EPAC1 agonist qHTS, biochemical assay; response scale: 100% = response to 6.5 mM cAMP. Potency, µM (top dose mostly 154 µM), for the others: at the top dose activation, actives largely listed as activators. 360,000 compounds, 0.073% hits; also: potency is read from the fitted curve at half-maximal effect; nearly all actives have a fitted effect of over 60% in size
Target sequence (O95398 whole entry, looked up): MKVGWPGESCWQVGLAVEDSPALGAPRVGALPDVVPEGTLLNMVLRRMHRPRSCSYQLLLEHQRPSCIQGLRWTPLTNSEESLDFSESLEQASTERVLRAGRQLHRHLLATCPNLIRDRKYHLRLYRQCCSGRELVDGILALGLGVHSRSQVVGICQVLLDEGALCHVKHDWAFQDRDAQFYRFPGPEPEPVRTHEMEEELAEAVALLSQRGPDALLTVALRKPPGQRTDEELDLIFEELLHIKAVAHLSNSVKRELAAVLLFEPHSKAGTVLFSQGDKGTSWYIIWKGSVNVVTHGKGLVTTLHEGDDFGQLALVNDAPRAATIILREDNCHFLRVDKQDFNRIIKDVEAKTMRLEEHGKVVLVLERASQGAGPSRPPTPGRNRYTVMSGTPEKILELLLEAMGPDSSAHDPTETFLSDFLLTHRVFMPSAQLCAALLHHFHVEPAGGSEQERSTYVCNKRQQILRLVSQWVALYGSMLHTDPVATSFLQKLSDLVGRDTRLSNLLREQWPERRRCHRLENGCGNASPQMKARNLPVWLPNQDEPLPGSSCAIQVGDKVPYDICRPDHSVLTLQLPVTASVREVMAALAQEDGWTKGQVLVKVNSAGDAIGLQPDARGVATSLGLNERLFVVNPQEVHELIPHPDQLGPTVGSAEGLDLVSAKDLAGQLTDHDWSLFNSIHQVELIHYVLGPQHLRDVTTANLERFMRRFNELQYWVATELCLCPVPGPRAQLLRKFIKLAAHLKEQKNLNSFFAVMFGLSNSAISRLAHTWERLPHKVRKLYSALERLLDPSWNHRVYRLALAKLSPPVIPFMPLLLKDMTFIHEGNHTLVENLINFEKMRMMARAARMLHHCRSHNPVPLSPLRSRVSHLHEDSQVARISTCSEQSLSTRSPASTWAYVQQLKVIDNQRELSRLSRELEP
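Nucleotide exchange assay: 100 nM EPAC1 with 250 nM Rap1B loaded with BODIPY-GDP and 50 uM GDP, room temperature. Fluorescence (480/540 nm) read every 5 min for 30 min; signal change normalized to 6.5 mM cAMP as full agonist.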
EPAC1 antagonist – antagonists of human EPAC1 | O95398 | EPAC1 GEF assay, Rap1b-BODIPY-GDP exchange fluorescence | Potency, µM (titrated, usually from 115 µM), without a hit: at the highest dose activity change, negative = inhibition, most hits filed as inhibitors | 360,000 compounds, 0.14% hits | AID 720709;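 also: potency is read from the fitted curve at half-maximal effect; plate controls were vehicle for no effect and positive control for full effect; nearly all actives have a fitted effect of over 50% in size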
* marks the source's active call; other numbers are inactive results; i = inactive; ? = inconclusive; · = not tested or not shown; [ ] = dose if it differs, or a comment. Unless noted, calls follow the shape of the dose curve; as a rule, active = well fitted curve in the direction sought with a large enough effect; inconclusive = small, poorly fitted or top-dose-only effect, or another doubt; inactive = no such curve, though single readings can be large; an effect the other way counts as inactive or inconclusive. Not all compounds are listed; count on the stated rates, not on these rows.

structure | EPAC1 ag | HEK293 tox | GLP1R inv ag | IL-2 act | PTHR1 agonist | EPAC1 antagonist | PLK1 PBD inh | GLP1R ag | PI5P4K alpha inh
S=C(Nc1ccc(Cl)cc1)NC1CC2CCCC(C1)N2C1CCCC1 (stereo not drawn) | 2% | ? | 8.9µM* | -1.6 | ? | -20% | -12% | -14% | ·
Cc1cccn2c(=O)c3cc(C(=O)NCc4ccccc4)c(=N)n(CCOCCO)c3nc12 | · | 318%[activator] | 18% | · | -3% | · | · | 8% | ·
COc1ccc(CN(CC2CCCO2)C(=O)c2cc3ccccc3oc2=O)cc1 (stereo not drawn) | -5% | -15% | 5% | -1.5 | -59%[inhibitor] | -9% | 0% | 1% | 4
Cc1cc([N+](=O)[O-])nn1Cn1nc([N+](=O)[O-])cc1C | 3% | 4% | 15% | -0.6 | i | 1% | -22% | 3% | 5
Cc1ccc(/C=N/Nc2nc(Cl)c(Cl)cc2Cl)s1 | 1% | -15% | ? | -2.1 | -12% | 13% | 1% | -7% | 4
CC(=O)OC(c1nc2ccccc2c(=O)n1C1CC2(OC1=O)c1ccccc1N1C(=O)C(C)(C)N(O)C12)C(C)C (stereo not drawn) | -26% | 3% | -12% | 0.1 | -13% | -17% | -6% | 0% | -12
CCN1CCN(C(c2ccccc2)c2nnnn2Cc2ccccc2)CC1 (stereo not drawn) | 6% | -23% | ? | 0.1 | i | 4% | -15% | -2% | 3
Cc1ccc(N2C(=O)CSC23C(=O)N(CC(=O)NCCc2ccccc2)c2ccccc23)cc1 (stereo not drawn) | · | 2% | 2% | · | -10% | · | · | 4% | ·
O=c1[nH]c(=O)n(Cc2ccco2)c2c1C(C(F)(F)F)(C(F)(F)F)N=C(c1ccc(F)cc1)N2 | 2% | 4% | 0% | -3.6 | -31%[inhibitor] | 8% | -3% | -4% | ·
CCc1ccccc1NC1=NCC(=O)N1C1CCCCC1 | -10% | -6% | -20% | 1.4 | -5% | -7% | -2% | 3% | 13
COc1ccc(C(CNC(=O)c2ccc(OCc3cscn3)cc2)N2CCCC2)cc1 (stereo not drawn) | 10% | -2% | -17% | -1.3 | -15% | 12% | 4% | -3% | -25
O=C(Nc1c2c(nn1-c1ccc(F)cc1)CS(=O)(=O)C2)c1ccc(S(=O)(=O)N2CCOCC2)cc1 | 5% | 23% | -6% | -1.6 | i | -11% | -9% | 1% | -9
CCC(=O)Nc1ccc(NC(=O)c2ccco2)cc1 | -1% | 3% | -5% | -2.4 | -57%[inhibitor][57.5 µM] | 13% | -5% | -4% | ·
COCCNC(=O)C(OC(=O)c1ccco1)c1ccc(OC)cc1 (stereo not drawn) | 7% | -2% | 6% | -0.4 | i | -20% | 3% | -12% | 3
C=CCN(CC=C)C(=O)Nc1cc(OC)ccc1OC | 9% | -7% | 0% | 0.3 | i | 12% | 1% | 9% | -1
COc1ccc(Cl)cc1S(=O)(=O)n1nnc2ccccc21 | 5% | 10% | 1% | 2.6 | -19%[57.5 µM] | -5% | -8% | 12% | 1
COc1ccc(S(=O)(=O)N(CC(=O)N2CCN(C)CC2)c2ccc(C)cc2)cc1OC | 5% | -1% | 1% | 0.6 | i | -7% | -4% | 4% | ·
COc1ccc(CNC(=O)CN2C(=O)COc3ccc(S(=O)(=O)Nc4ccccc4)cc32)cc1 | · | -22% | -23% | · | -5% | · | · | 1% | ·
COc1cc(CC(=O)Nc2ccc(S(=O)(=O)N(C)C)cc2)cc(OC)c1OC | 0% | -15% | 0% | -0.6 | -15% | 4% | -4% | 1% | ·
CC(=O)Nc1ccc(C(=O)N/C(=C/c2ccccc2)C(=O)N2CCCCC2)cc1 | -5% | ? | 7% | 4.0 | i | 1% | 3% | 2% | 4
NC(=O)c1nsc(C(=O)N(c2ccccc2)C(C(=O)NC2CCCC2)c2cccs2)c1N (stereo not drawn) | -3% | 0% | 10% | 0.0 | 9% | -1% | -10% | 9% | 2
CN(C)/C(=C\C(=O)c1ccccc1)C(=O)c1ccccc1 | 3% | -14% | 14% | -3.2 | -20% | -6% | -3% | 1% | -1
CCOc1ccccc1-c1nc(-c2ccncc2)no1 | 3% | 2% | 14% | -0.9 | i | -21% | -2% | 14% | -8
Cc1ccc(OCCCC(=O)NCc2ccco2)cc1 | 7% | 1% | 8% | -1.0 | i | 8% | -15% | -9% | ·
O=S(=O)(c1ccccc1)C1CON(Cc2ccccc2)C1c1ccccc1 (stereo not drawn) | -10% | 6% | 5% | -0.5 | i | -4% | -19% | 8% | 0
CCOC(=O)CN1C(=O)N[C@@H](CCc2ccccc2)C(C(=O)OC)=C1C | -3% | -3% | 16% | 0.1 | -14% | 24% | -7% | -3% | -9
Cc1nc(-c2ccc(S(=O)(=O)NCc3ccc(F)cc3)cc2)co1 | · | -1% | 5% | · | -35%[inhibitor] | · | · | 6% | ·
COc1ccc(-c2[nH]ncc2-c2ccc3c(c2)OCCO3)c(O)c1 | 13% | ? | ? | 0.3 | -17% | -21% | -4% | -33% | 6
Cc1cc(=O)oc(C)c1C(=O)NCc1cccnc1 | 7% | 1% | 0% | 8.3 | -13%[57.5 µM] | 7% | -5% | -8% | ·
Cc1cc(OCc2nn[nH]n2)c2c(C)c(Cc3ccccc3)c(=O)oc2c1 | -3% | -5% | 0% | -0.6 | i | -3% | -14% | 10% | -11
C=C1CCN([C@@H](CC(C)C)C(=O)NCc2ccc(OC)cc2)S(=O)(=O)c2ccccc21 | 1% | 4% | ? | -0.4 | -21% | -8% | -2% | -3% | 0
CC(=O)C(=[N+]=[N-])C(=O)NCc1ccccc1 | -6% | -4% | 1% | -5.0 | i | 9% | 1% | -21% | -2
CSc1cccc(-n2c(C)cc(C(N)=O)c2C)c1 | 4% | -14% | 7% | -0.7 | i | 0% | -20% | 5% | -26
CCOc1ccc(OCC)c(NC(=O)c2cc(-c3cccs3)nc3ccccc23)c1 | · | 15% | ? | · | ? | · | · | 0% | ·
CCN(CC)S(=O)(=O)c1ccc(C)c(C)c1 | 9% | -4% | 0% | -2.3 | i | 0% | -7% | 1% | ·
Cc1ccc2nc(NC(=O)Cn3nc(C)c([N+](=O)[O-])c3C)sc2c1 | 6% | 19% | -16% | 3.9 | -31%[inhibitor] | -18% | -2% | -1% | 7
COc1ccccc1N1C(=O)CC(Sc2ccccc2N)C1=O (stereo not drawn) | -11% | -5% | -14% | 5.5 | -12% | -14% | -11% | -1% | 10
CC(=O)N1CCN(Cc2nc3cc(NC(=O)c4ccccc4C)ccc3n2C)CC1 | -5% | -13% | 13% | -0.1 | i | 5% | -5% | 1% | 0
CN(C)CCCOC(=O)C1c2ccccc2Oc2ccccc21 | -4% | 0% | ? | -3.1 | i | -11% | -13% | 15% | -1
O=C(CO/N=C/c1ccc(OC(F)F)cc1)NCc1cccs1 | -12% | -3% | -19% | -0.1 | i | -26% | -8% | 0% | -3

Full records from above:
CN(C)CCCOC(=O)C1c2ccccc2Oc2ccccc21 reads EPAC1 ag: -4%; HEK293 tox: 0%; GLP1R inv ag: ?; IL-2 act: -3.1; PTHR1 agonist: i; EPAC1 antagonist: -11%; PLK1 PBD inh: -13%; GLP1R ag: 15%; PI5P4K alpha inh: -1
Cc1ccc2nc(NC(=O)Cn3nc(C)c([N+](=O)[O-])c3C)sc2c1 reads EPAC1 ag: 6%; HEK293 tox: 19%; GLP1R inv ag: -16%; IL-2 act: 3.9; PTHR1 agonist: -31%[inhibitor]; EPAC1 antagonist: -18%; PLK1 PBD inh: -2%; GLP1R ag: -1%; PI5P4K alpha inh: 7

Additional structures follow:
structure | EPAC1 ag | HEK293 tox | GLP1R inv ag | IL-2 act | PTHR1 agonist | EPAC1 antagonist | PLK1 PBD inh | GLP1R ag | PI5P4K alpha inh
CCOC(=O)CSc1nc(C)c2cccc(C)c2n1 | 5% | 0% | -20% | 0.9 | -9% | 3% | ? | 28% | 0
Cc1ccc(N(C(=O)CNC(=O)c2cccs2)C(C(=O)NC2CCCC2)c2ccncc2)cc1 (stereo not drawn) | -7% | 1% | -9% | -0.3 | -24% | 4% | 4% | 4% | 9
Cc1ccnc(N2C(=O)c3ccccc3C2Nc2ccc3c(c2)OCCO3)c1 (stereo not drawn) | 11% | -20% | -22% | -2.4 | -47%[inhibitor] | -8% | -15% | 8% | -3
O=C(O)c1ncsc1-c1ccccc1 | 1% | -6% | 13% | -3.5 | i | -18% | 24µM* | -3% | -5
Cc1nn(Cc2cccc(C(=O)NC3CCCCC3)c2)c(C)c1Cl | 0% | 14% | 10µM* | -0.9 | -40%[inhibitor][57.5 µM] | -15% | 1% | 2% | 3
COc1ccc(CC(=O)N2N=C(C)CC2(O)C(F)(F)F)cc1OC (stereo not drawn) | 2% | -1%[0.307 µM] | -15%[0.307 µM] | -0.7 | -17% | 2% | -2% | -8% | -9
CCN(C(=O)c1c([N+](=O)[O-])cnn1C)c1ccccc1 | -4% | -3% | -1% | -1.1 | 0% | 6% | -2% | -1% | -8
CSc1nnc(-c2cc(C)on2)n1-c1ccccc1 | 0% | 18% | 9% | -1.1 | i | 4% | -10% | -2% | 0
O=C(COc1ccccc1)N1c2ccccc2Sc2ccccc21 | 6% | 2% | 0% | -5.4 | i | -10% | -3% | -2% | 3
NS(=O)(=O)c1ccc(NC(=S)Nc2cc(Cl)c(Cl)cc2Cl)cc1 | 1% | 1% | 17% | -0.3 | -17% | 3% | -20% | 5% | 16
O=S(=O)(NC1CCCCC1)c1ccc(N2CCOCC2)nc1 | -10% | 6% | 19% | 0.7 | -24% | -15% | -1% | 15% | 0
Cc1cc(-c2cc(C(=O)NC3CCCC3)on2)nc(NCC2CC2)n1 | -5% | -33% | 12% | 0.5 | 14% | -3% | -12% | -3% | -2
CCOC(=O)N1CCN(c2nc(=S)n(-c3ccccc3)c(C)c2C(C)=O)CC1 | 4% | 5% | -2% | -0.2 | -18% | -15% | -15% | -19% | -9
Cc1ccc2c(C)c(C(=O)N(C)C(C)c3ccncn3)oc2c1C (stereo not drawn) | -7% | 4% | 34%[activator] | 1.8 | i | -6% | -6% | 18% | 11
COc1ccc(C(C)NC(=O)C2CCCC2)cc1OC (stereo not drawn) | 7% | -1% | 28% | -0.2 | 18% | ? | -9% | -2% | 3
